Source: PubChem (several laboratories)
Anthrax LF prot = inhibitors of Bacillus anthracis lethal factor protease; P15917; AID 588501; actives 0.12% (n = 360,000); inhibition, % at 10 µM; multiplex microsphere protease cleavage assay, LF; also: plate controls were buffer without enzyme for full effect and enzyme alone for no effect
BoNT A protease = BoNT A light chain protease inhibition; multiplex microsphere protease substrate cleavage, flow cytometry; inhibition, % at 10 µM; actives 0.17% (n = 360,000); AID 588499; also: plate controls were buffer without enzyme for full effect and enzyme alone for no effect
PrPC TRFRET = cell surface PrPC inhibition, primary TR-FRET screen | P04156 | TR-FRET read-out | inhibition, % at 13.8 µM | actives 0.43% (n = 370,000) | AID 720596; in the data active = inhibition above about 24%; also: 0% = median of the test wells and 100% = reference compound wells
SSB-PriA inh = inhibitors of Klebsiella pneumoniae PriA binding to SSB C-terminal tail; AlphaScreen SSBct-PriA binding, biotinylated peptide; inhibition, % at 33 µM; actives 0.6% (n = 430,000); AID 1272365; in the data active = inhibition mostly above about 37%, no sharp cut-off; inactive = mostly below about 20%;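 also: plate controls were negative control peptide for no effect and reference peptide for full effect; strong numbers were not always called active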
3CLpro inhibitor = SARS-CoV 3CLpro protease inhibition. AID 1706. inhibition, % at 6 µM. recombinant SARS-CoV 3CLpro, quenched FRET peptide cleavage. P0C6X7. actives 0.14% (n = 290,000); in the data active = inhibition above about 12%
CCHFV vOTU inh = CCHFV vOTU protease inhibition; Pep-AMC fluorescence; inhibition, % at 11.5 µM; actives 0.55% (n = 370,000); AID 651958; in the data active = inhibition above about 30%; also: 0% = vehicle wells with enzyme and 100% = no enzyme wells
VHR inh abs = inhibitors of human VHR1 phosphatase (DUSP3); AID 1654; actives 0.52% (n = 290,000); P51452; recombinant VHR phosphatase, pNPP absorbance; inhibition, % at 13.3 µM; in the data active = inhibition above about 50%; also: some compounds called inactive have numbers as strong as hits
Target sequence (P51452 whole entry, looked up): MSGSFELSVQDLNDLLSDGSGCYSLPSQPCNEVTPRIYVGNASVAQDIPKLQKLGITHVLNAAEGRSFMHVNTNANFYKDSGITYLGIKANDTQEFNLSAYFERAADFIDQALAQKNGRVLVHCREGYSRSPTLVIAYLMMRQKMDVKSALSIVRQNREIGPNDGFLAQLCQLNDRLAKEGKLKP
BoNT F protease = BoNT F light chain protease inhibition; Multiplex microsphere protease cleavage assay, flow cytometry; inhibition, % at 10 µM; actives 0.22% (n = 360,000); in the data active = inhibition above about 35%, passing the limit was not always enough; inconclusive = no clear call, values can overlap the other calls; also: plate controls were buffer without enzyme for full effect and enzyme alone for no effect
MazF activator = activators of E. coli MazEF toxin-antitoxin RNase; activation, % at 20 µM; P0AE70; FAM/BHQ RNA-DNA oligo cleavage fluorescence, 5 h; AID 504720; actives 0.32% (n = 350,000); in the data active = activation above about 50%
Target sequence (P0AE70 whole entry, looked up): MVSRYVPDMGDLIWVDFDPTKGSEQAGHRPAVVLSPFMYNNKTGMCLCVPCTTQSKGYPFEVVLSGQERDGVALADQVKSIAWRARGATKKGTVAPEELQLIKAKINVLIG
Rv3671c protease = inhibitors of M. tuberculosis serine protease Rv3671c; P9WHR9; inhibition, % at 5.96 µM; actives 0.048% (n = 320,000); AID 2606; in the data active = inhibition above about 38%;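 also: extracellular domain of Rv3671c used as enzyme; 0% = enzyme with DMSO and 100% = no enzyme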
Target sequence (P9WHR9 whole entry, looked up, the tested form may be a part): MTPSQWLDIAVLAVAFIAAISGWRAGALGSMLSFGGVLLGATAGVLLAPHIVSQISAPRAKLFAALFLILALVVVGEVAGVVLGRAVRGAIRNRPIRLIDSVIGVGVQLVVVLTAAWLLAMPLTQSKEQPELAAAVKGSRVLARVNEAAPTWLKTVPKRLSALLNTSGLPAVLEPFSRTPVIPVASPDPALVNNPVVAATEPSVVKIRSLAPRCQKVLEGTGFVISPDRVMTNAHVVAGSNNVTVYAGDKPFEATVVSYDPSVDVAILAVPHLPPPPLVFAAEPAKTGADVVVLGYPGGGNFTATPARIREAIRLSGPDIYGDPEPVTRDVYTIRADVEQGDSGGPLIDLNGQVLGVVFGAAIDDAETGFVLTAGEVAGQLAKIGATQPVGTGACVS
* hit, by the source's call; u = inconclusive; x = not tested or not shown; & = joins results of further samples. Rule as the data show it, unless noted: active = inhibition above about 30%; inconclusive = no clear call, values can overlap the other calls; inactive = below that. An excerpt (hit frequency here may not be typical).

SMILES	Anthrax LF prot	BoNT A protease	PrPC TRFRET	SSB-PriA inh	3CLpro inhibitor	CCHFV vOTU inh	VHR inh abs	BoNT F protease	MazF activator	Rv3671c protease
CCCC(=O)NCCCc1nc2ccccc2n1C	-4	-0.1	5	3&9	0	0	-10	4	8	0
CCOC(=O)CCCC(=O)N1CCOCCOCCN(C(=O)CCCC(=O)OCC)CCOCCOCC1	-6	-1.4	8	-4	5	-2	-18	-4	8	-3
COc1cc(C(=O)OCC(C)=O)cc(NC(=O)c2ccco2)c1OC	1	-0.2	-3	-6	-1	7	17	-3	4	5
C[C@@H]1CC=C[C@H]2[C@H]1C(=O)N(Cc1ccccc1)[C@H]2c1ccc(/C=C/c2ccccc2)cc1F	-4	-0.3	-6	8	x	3	4	0	1	-10
COc1cc(Cn2c3ccc(NC(=O)CC(C)(C)C)cc3c(=O)n2C)ccc1F	1	-0.5	6	x	x	-81	x	-7	x	x
OC(CN1CCNCC1)Cn1c2ccccc2c2ccccc21 (centres undefined)	0	-1.3	0	10	-6	-11	-4	-14	7	-3
O=S(=O)(NCc1ccccc1)c1ccc(S(=O)(=O)N2CCCC2)cc1	-5	-4.4	0	-10	2	-4	-22	-17	-26	3
O=[N+]([O-])c1cccc(S(=O)(=O)Nc2nc3ccccc3nc2Nc2cccc(S(=O)(=O)N3CCCCC3)c2)c1	0	0.8	-2	29	6	2	22	6	3	x
COc1ccc(OC)c(CN2C(=O)c3ccccc3C2c2nnnn2C2CCCC2)c1 (centres undefined)	-1	0.4	11	x	x	10	x	6	x	x
CC(C)(C)NCc1cc(Br)ccc1OCc1cccs1	0	-0.5	-2	1	3	5	30	-6	18	-3
COc1ccc(OC)c(S(=O)(=O)n2c([N+](=O)[O-])cnc2C)c1	x	x	-2	-10	-1	7	1	x	7	1
CC12CCC3C(C1)C(C(=O)O2)C(=O)OC3(C)C (centres undefined)	-5	-0.2	-2	x	x	-7	x	10	12	x
O=C1c2ccccc2C(=O)N1CC(O)COc1ccc(Br)cc1 (centres undefined)	16	-0.4	-4	-10	1	8	-4	u	7	2
CN(Cc1ccccc1)C(=O)c1ccc(NC(=O)Cc2ccc(NC(=O)C3CCN(C(=O)C4CCCC4)CC3)cc2)cc1	-1	0.5	6	-1	x	23	x	1	8	x
Cc1cc(NC(=O)CSc2nnc(-c3ccco3)o2)no1	-2	-0.3	-4	4	-3	-3	-2	-1	1	-3
O=C(NCCCCc1ccccc1)c1cccc(NC(=O)C2CC2)c1	-1	-0.2	12	-12	x	-3	x	-2	5	x
CCOc1ccc(NC(=O)Nc2ccc3c(c2)CCC3)cc1	-4	-0.9	-1	-26	0	-6	23	2	-4	1
C=CCN(c1ccccc1)S(=O)(=O)c1cccc(C(=O)Oc2ccc3c(C)cc(=O)oc3c2)c1	-2	-0.1	4	-11	9	-327	-10	-5	4	-1
O=c1ccn([C@@H]2O[C@H](CNCC3=Cc4cc(O)ccc4OC3)[C@@H](O)[C@H]2O)c(=O)[nH]1	3	0.5	-4	-10	x	11	x	-2	1	x
CC(=O)Nc1ncc(Sc2ccc([N+](=O)[O-])cc2)s1	9	0.3	4	-9	x	-7	x	0	5	x
O=C(OCc1cc(=O)n2ccsc2n1)C1(c2ccc(Cl)cc2)CC1	-10	0.6	11	-15	x	-11	x	-2	5	-12
CCc1ccc(CNC(=O)C2CCN(S(=O)(=O)N3CC(C)CC(C)C3)CC2)cc1 (centres undefined)	-1	1.4	3	-2	3	14	-6	1	4	1
CCOC(=O)c1nn(-c2ccc(Cl)cc2)c2nc(-c3ccc(C)cc3)c(C#N)c(=O)n12	3	0.1	-1	-13	0	-12	8	2	-6	-9
Cc1ccc(C(=O)NCCc2ccncc2)cc1	-2	0.2	-7	-14	1	-4	29	7	-2	-5
Cc1ccc2[nH]cc(C(=O)CN3CCOCC3)c2c1	-5	u	x	3	3	x	10	1	-6	-7
O=c1[nH]c2ccc(NS(=O)(=O)c3ccc(Cl)cc3)cc2[nH]1	-2	-0.5	7	2	3	-2	18	0	1	-1
CCCCN1CNC(=S)N(Cc2ccccc2)C1	2	0.5	-4	-11	-2	3	-5	5	-2	-6
COc1cc(CN(CC(C)C)S(=O)(=O)c2ccccc2Br)cc(OC)c1	-6	0.2	-8	12	x	4	x	-6	-4	x
COc1ccc(C2=CC(c3ccc(F)cc3)n3nnnc3N2)cc1 (centres undefined)	4	0.7	-4	-9	1	-1	11	-2	-4	-8
COc1cc(NC(=O)c2cc3c(Cl)nc4ccccc4c3s2)cc(OC)c1OC	-4	1.2	-3	-5	1	18	-4	9	20	-30
O=C(O)c1cc2n(n1)CCN(Cc1ccccc1Cl)C2=O	0	-0.4	-4	-7	-3	0	37	-6	0	7
O=C(Cn1nnc(-c2ccc([N+](=O)[O-])cc2)n1)NNC(=O)c1ccccc1	-3	1.7	x	-5	4	x	11	5	7	-31
CCCCN(C(=O)C1CCCO1)c1c(N)n(CCC)c(=O)[nH]c1=O (centres undefined)	2	-0.1	-7	-4	x	-7	x	1	7	-3
CC(=O)c1ccc(N2CCN(C(=O)c3nn(Cc4ccccc4)c(=O)c4ccccc34)CC2)cc1	-1	0.1	1	-6	1	-2	-15	0	7	-33
CCOc1c(Br)cc(CNC2CCCCCCC2)cc1OC	1	-0.1	0	3	2	4	6	-10	7	-23
O=C(N1CCOCC1)n1nnc2ccccc21	0	-0.9	1	-22	0	-1	10	-2	3	1

Single records, from the list above. Values in the order: Anthrax LF prot	BoNT A protease	PrPC TRFRET	SSB-PriA inh	3CLpro inhibitor	CCHFV vOTU inh	VHR inh abs	BoNT F protease	MazF activator	Rv3671c protease
CCOC(=O)c1nn(-c2ccc(Cl)cc2)c2nc(-c3ccc(C)cc3)c(C#N)c(=O)n12 across the screens: 3	0.1	-1	-13	0	-12	8	2	-6	-9
CCCCN(C(=O)C1CCCO1)c1c(N)n(CCC)c(=O)[nH]c1=O (centres undefined) across the screens: 2	-0.1	-7	-4	x	-7	x	1	7	-3
COc1cc(Cn2c3ccc(NC(=O)CC(C)(C)C)cc3c(=O)n2C)ccc1F across the screens: 1	-0.5	6	x	x	-81	x	-7	x	x
CCCC(=O)NCCCc1nc2ccccc2n1C across the screens: -4	-0.1	5	3&9	0	0	-10	4	8	0
COc1cc(NC(=O)c2cc3c(Cl)nc4ccccc4c3s2)cc(OC)c1OC across the screens: -4	1.2	-3	-5	1	18	-4	9	20	-30

Ordered by heavy-atom count (rising): part of the list above
SMILES	Anthrax LF prot	BoNT A protease	PrPC TRFRET	SSB-PriA inh	3CLpro inhibitor	CCHFV vOTU inh	VHR inh abs	BoNT F protease	MazF activator	Rv3671c protease
CCCCN1CNC(=S)N(Cc2ccccc2)C1	2	0.5	-4	-11	-2	3	-5	5	-2	-6
Cc1ccc2[nH]cc(C(=O)CN3CCOCC3)c2c1	-5	u	x	3	3	x	10	1	-6	-7
O=c1[nH]c2ccc(NS(=O)(=O)c3ccc(Cl)cc3)cc2[nH]1	-2	-0.5	7	2	3	-2	18	0	1	-1

The list continues:
SMILES	Anthrax LF prot	BoNT A protease	PrPC TRFRET	SSB-PriA inh	3CLpro inhibitor	CCHFV vOTU inh	VHR inh abs	BoNT F protease	MazF activator	Rv3671c protease
COc1cc(N2C(=O)NC3CC2(C)Oc2ccccc23)cc(OC)c1OC (centres undefined)	0	0.0	33*	-7	-2	4	28	-8	11	6
O=C(NCCOc1ccccc1Cl)C(=O)NCCOc1ccccc1Cl	-2	-0.7	8	-10	-3	-7	30	-1	-9	-3
CCCCCCCCCCCC(=O)NC(C(=O)OCC)C(O)c1cccc([N+](=O)[O-])c1 (centres undefined)	-1	0.0	1	-12	5	7	40	-5	3	3
O=C(Nc1nnc(C2CCCCC2)s1)c1ccc(Br)s1	1	-0.3	-1	-20	2	-11	-13	6	1	-4
CCOC(=O)N1CCN(S(=O)(=O)c2cc(Cl)c(OC)cc2Cl)CC1	-4	0.2	-2	-12	7	6	13	4	3	-3
Cc1cccc(C(=O)C2CCOC(C)(C)C2)c1 (centres undefined)	-10	-0.7	7	-5	-2	-16	17	-2	6	-15
CCOc1ccc(C2C(C(=O)c3cccs3)=C(O)C(=O)N2CCCn2ccnc2)cc1 (centres undefined)	x	x	x	-16	4	x	37	x	0	7
CCOC(=O)c1c(NC(=O)c2ccccc2Br)sc2c1CCc1ccccc1-2	-2	u	12	-21	-2	-12	24	4	11	-7
CCOc1ccc(NC(=O)CN(C)C(=O)c2c(-c3c(F)cccc3Cl)noc2C)cc1OCC	0	-1.7	-2	-7	x	0	x	-5	-7	7
C=CCOC(=O)C1=C(C)N=C2SCCC(=O)N2C1/C=C/c1ccccc1OC (centres undefined)	3	-0.4	6	-10	1	9	34	-13	10	4
CCN1CCN(C(=O)C2=C(C(=O)O)CCCC2)CC1	-2	0.2	1	-20	-4	-3	4	-2	1	-1
CC1CCN(C(=O)c2[nH]cnc2C(=O)N[C@@H](C)c2ccccc2)CC1	-2	-0.5	5	5	x	-7	x	2	4	1

Shown comma-delimited: four of the compounds above.
mol,Anthrax LF prot,BoNT A protease,PrPC TRFRET,SSB-PriA inh,3CLpro inhibitor,CCHFV vOTU inh,VHR inh abs,BoNT F protease,MazF activator,Rv3671c protease
CCOc1ccc(C2C(C(=O)c3cccs3)=C(O)C(=O)N2CCCn2ccnc2)cc1 (centres undefined),x,x,x,-16,4,x,37,x,0,7
CCOC(=O)c1c(NC(=O)c2ccccc2Br)sc2c1CCc1ccccc1-2,-2,u,12,-21,-2,-12,24,4,11,-7
CCOc1ccc(NC(=O)CN(C)C(=O)c2c(-c3c(F)cccc3Cl)noc2C)cc1OCC,0,-1.7,-2,-7,x,0,x,-5,-7,7
C=CCOC(=O)C1=C(C)N=C2SCCC(=O)N2C1/C=C/c1ccccc1OC (centres undefined),3,-0.4,6,-10,1,9,34,-13,10,4

The list goes on.
SMILES	Anthrax LF prot	BoNT A protease	PrPC TRFRET	SSB-PriA inh	3CLpro inhibitor	CCHFV vOTU inh	VHR inh abs	BoNT F protease	MazF activator	Rv3671c protease
Cc1ccc(-n2c3c(cc(C(=O)NCc4ccco4)c2=O)C(=O)CCC3)cc1	2	0.2	-6	3	4	10	3	-4	1	-2
COC(=O)c1ccc(NC(=O)CS(=O)(=O)c2ccccc2)cc1	-3	0.3	2	-17	1	10	18	29	2	6
Cc1ccc(S(=O)(=O)Nc2c(C)nc3nc(C)[nH]n3c2=O)c(C)c1	-8	-1.2	-6	-8	3	13	15	10	9	-5
NC(=S)N/N=C\c1c2ccccc2cc2ccccc12	11	18	-7	x	0	-1	-13	-1	-7	5
Cc1ccc(CNC(=O)CCS(=O)(=O)c2ccc(Br)s2)o1	-3	-0.1	-2	5	-2	4	-2	-1	-3	7
Cc1ccc(Nc2nc(C)cc(C)n2)c(Br)c1	-23	32*	1	-23	-6	1	-6	35*	-1	2
O=c1cc(CN2CCN(c3cccc(Cl)c3)CC2)c2cc3c(cc2o1)CCCC3	1	-0.5	3	-9	0	-16	-6	-1	-5	-6
O=C(CSc1n[nH]c(=O)[nH]c1=O)Nc1ccc(Br)cc1Br	-3	0.0	10	-7	x	0	x	-3	7	6
CCOC(=O)C1CCN(c2ccc(C(=O)O)cc2[N+](=O)[O-])CC1	0	-0.4	-5	3	1	9	30	-3	9	4
O=C(NCCCO)C(=O)c1c(-c2ccccc2)cc2ccccn12	0	0.3	-11	2	6	5	10	0	1	4
O=C(CN1CCN(S(=O)(=O)c2ccc(F)cc2)CC1)Nc1ccc(F)cc1F	1	0.8	-7	-4	-3	6	-2	3	5	-6
CCC(=O)c1ccc(N2CCC(C)CC2)c(F)c1	-5	-0.4	-2	-26	-2	0	18	-9	6	12
O=C(Cc1cccs1)N/N=C/c1ccco1	0	-0.8	7	x	2	-6	26	-6	0	2
CC(C)c1nc2c([nH]1)c(=O)n(C)c(=O)n2C	-14	-9.9	4	-2	0	0	20	u	7	-3
C1=CCC(CN2CCNCC2)CC1 (centres undefined)	-10	-0.9	10	-16	-7	-15	15	-4	-5	-1
Cc1nn(-c2ccccc2)nc1C(=O)NNC(=O)c1ccc(C(F)(F)F)cc1	-2	0.2	6	-3	5	-3	27	-8	5	-2
